Source: PubChem BioAssay (The Scripps Research Institute Molecular Screening Center)
MITF primary – human MITF inhibition, primary screen. AlphaScreen MITF homodimerization, bead proximity signal. inhibition, % at 2.6 µM. 650,000 compounds, 0.91% hits; in the data active = inhibition above about 50%;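 also: 0% = vehicle wells with protein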
GPR151 ag – activators of human GPR151. Q8TDV0. PathHunter beta-arrestin GPR151 cells, luminescence. activation, % at 11.2 µM. 650,000 compounds, 1% hits; in the data active = activation above about 4.9%;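 also: 0% = median of compound wells and 100% = cells with positive control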
TEAD-YAP inh – TEAD-YAP interaction inhibition | HEK-TIYL cells, TEAD-Gal4/YAP UAS-luciferase luminescence | inhibition, % at 9.12 µM | 640,000 compounds, 1.4% hits; in the data active = inhibition above about 32%;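 also: 0% = median of test compound wells and 100% = reference inhibitor wells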
FBW7 act – activators of human E3 ligase FBW7. AlphaScreen FBW7–phospho-cyclin E peptide binding, activator screen. 650,000 compounds, 0.13% hits. normalized activity (activation), % at 26.1 µM. AID 1259310. Q969H0; in the data active = normalized activity above about 1.9%;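 also: purified mutant Fbw7 with reduced substrate affinity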
Target sequence (Q969H0 whole entry, looked up): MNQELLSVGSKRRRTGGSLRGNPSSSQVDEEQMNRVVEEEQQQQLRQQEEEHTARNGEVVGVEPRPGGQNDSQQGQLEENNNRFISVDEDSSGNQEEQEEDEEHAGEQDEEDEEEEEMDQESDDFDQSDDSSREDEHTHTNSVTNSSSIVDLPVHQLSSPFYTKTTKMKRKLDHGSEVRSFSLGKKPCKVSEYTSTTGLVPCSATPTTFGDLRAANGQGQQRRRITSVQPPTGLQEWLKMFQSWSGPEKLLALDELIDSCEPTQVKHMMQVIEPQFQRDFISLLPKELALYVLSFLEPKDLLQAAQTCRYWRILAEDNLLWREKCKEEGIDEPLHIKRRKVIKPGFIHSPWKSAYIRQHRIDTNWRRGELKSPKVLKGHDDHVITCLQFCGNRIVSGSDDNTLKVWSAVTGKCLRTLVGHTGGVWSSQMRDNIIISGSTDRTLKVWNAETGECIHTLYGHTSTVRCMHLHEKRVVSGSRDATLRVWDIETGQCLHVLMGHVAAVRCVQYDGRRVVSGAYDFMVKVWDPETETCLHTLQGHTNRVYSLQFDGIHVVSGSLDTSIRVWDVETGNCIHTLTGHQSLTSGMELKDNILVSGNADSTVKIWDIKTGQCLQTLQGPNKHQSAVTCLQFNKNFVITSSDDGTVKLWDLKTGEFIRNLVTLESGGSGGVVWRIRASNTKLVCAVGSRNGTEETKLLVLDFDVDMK
* = called active by the depositor; . = no result given; & = joins results of further samples.

SMILES	MITF primary	GPR151 ag	TEAD-YAP inh	FBW7 act
COc1ccc(NC(=O)C(CCSC)N2C(=O)C3C4c5ccccc5C(c5ccccc54)C3C2=O)cc1 (stereo not drawn)	21	0.8	-4	0.3
O=C(NCC1CCCO1)c1cc2c(s1)-c1ccccc1SC2 (stereo not drawn)	13	-1.5	-61	0.0
O=S(=O)(Cc1ccccc1)N1CCCC(c2nc(-c3cccs3)no2)C1 (stereo not drawn)	-3	-0.4	11	-0.1
CCC1CCCCN1Cc1c(O)ccc2c(=O)c(-c3ccc(Cl)cc3)c(C(F)(F)F)oc12 (stereo not drawn)	8	0.0	22	0.0
CCOc1cc(CN2CCCC(C(=O)N(CC)CC)C2)ccc1OC (stereo not drawn)	24	-0.2	6	-0.2
Nc1c([N+](=O)[O-])cc(F)c(NCCO)c1Br	7	1.3	5	0.0
CC(=O)c1ccc(NCCC(=O)c2ccccc2)cc1	27	-0.4	16	0.1
COC(=O)c1c(C)[nH]c(C(=O)CSc2nnc3sc4ccccc4n23)c1C	3	0.1	-2	0.1
Cc1cccc(N2CCN(C(=O)C3C4CCC(O4)C3C(=O)O)CC2)c1C (stereo not drawn)	4	-0.2	-6	-0.1
Cn1c(C(=O)O)c(CNCCc2ccc(Cl)cc2)c2ccccc21	1	-0.1	-3	0.0
O=C(Cc1c[nH]c2ccccc12)Nc1cccc(-c2nnc3n2CCCCC3)c1	-2	2.3	5	0.1
COc1ccc(-n2nc3c(c2NC(=O)c2ccc(C(=O)c4ccccc4)cc2)CS(=O)(=O)C3)cc1	6	-1.5	4	0.6
CCOC(=O)NC(Nc1sc(C)c(CC)c1C#N)(C(=O)OCC)C(F)(F)F (stereo not drawn)	-7	0.3	-1	0.0
CC1=C(C(=O)Nc2cccnc2)C(c2cccc(O)c2)n2nnnc2N1 (stereo not drawn)	6	-2.3	6	0.2
CSc1ccccc1C(=O)C1CCCN(C(=O)Cn2cnnn2)C1 (stereo not drawn)	6	-0.8	-14	0.1
CC1=NNC(=O)C1c1c[nH]c2ccccc12 (stereo not drawn)	33	-0.3	-6	-0.3
CC1Cc2ccccc2N1C(=O)CSc1nnc(NC(=O)Cc2cccs2)s1 (stereo not drawn)	18	1.5	0	0.0
Nc1ccc(-c2nnn(CC(=O)N3CCCCC3)n2)cc1	-3	-1.7	-3	-0.1
Nc1cccc(-c2cc(NC3CC3)nc(N)n2)c1	-12	1.2	-35	0.0
COCCCn1c(CCC(=O)O)ccc1-c1ccc(OC)cc1	17	-0.4	10	0.8
CCc1ccc(NC(=O)C(=O)NCC2CCNCC2)cc1	-3	-0.7	4	-0.1
O=C(NCCC(c1ccccc1)c1ccccc1)c1cnccn1	24	0.0	-10	0.7
CCOC(=O)C1=C(C)N=c2s/c(=C\c3cccc(OCC(=O)O)c3)c(=O)n2C1c1ccc(F)cc1 (stereo not drawn)	-5	-1.8	-11	0.0
CC1(C)Cc2c(sc3c2c(=O)n(-c2ccccc2)c2n[nH]c(=S)n32)CO1	16	-1.1	1	0.5
CCC1CCC(C(=O)NNC(=O)OC)CC1 (stereo not drawn)	6	0.4	4	0.3

Continued.
SMILES	MITF primary	GPR151 ag	TEAD-YAP inh	FBW7 act
C=CCn1c(O)c(CN2CCN(Cc3ccccc3)CC2)c(C)c(C#N)c1=O	6	-0.9	-7	-0.2
CC(C)(C)OC(=O)N1CCN(CCNC(=O)CSc2nc3ccccc3o2)CC1	16	-1.8	1	0.0
CC(=O)Nc1ccc(Nc2nc(N3CCC(N4CCOCC4)CC3)nc3c2ncn3C2CCCCC2)cc1	17	-2.1	-26	-0.3
CCN1C(=O)C(O)(CC(=O)c2ccccn2)c2cc([N+](=O)[O-])ccc21 (stereo not drawn)	8	0.4	-4	-0.2
COc1ccc(-c2cn3nc(CNc4ccc(NC(C)=O)cc4)n4c3c2CCCC4)cc1	14	1.1	12	-0.1
FC(F)(F)c1ccccc1CN1CCN(C2C3CC4CC(C3)CC2C4)CC1 (stereo not drawn)	76*	-0.2	-2	0.0
CN(C)CCCNc1c2c(c(C#N)c3nc4ccccc4n13)CCC2	9	-0.4	6	-0.1
Cc1ccc(/C=N/NC(=O)CCCCCCCCC(=O)N/N=C/c2ccc(C)o2)o1	-11	0.5	1	-0.1
COc1ccc2sc(N(Cc3ccncc3)C(=O)Cc3ccc(SC)cc3)nc2c1	3	-0.6	0	-0.2
Cc1ncc(CO)c2cc(C(=O)Nc3ccc(Cl)cc3)c(=Nc3ccccc3)oc12	-6	0.1	10	0.0
Cc1ccc(-n2c(N)c(C(=O)Nc3ccccc3)sc2=S)c(C)c1	4	-1.0	-6	-0.1
O=C(NCCCN1CCOCC1)/C(=N\O)c1ccccn1	14	1.3	-8	0.1
COc1cc(CN(C)C2CCN(C)CC2)c([N+](=O)[O-])cc1OC	-12	2.5	0	0.1
CCc1sc(NC(C)=O)nc1-c1ccccc1	-4	0.6	12	0.0
Cc1c(Cl)cccc1NC(=O)Nc1ccc(C(=O)N2CCCC2)cc1	4	-0.8	-8	0.1
CCCCn1nnc(NC(=O)c2ccc([N+](=O)[O-])cc2Cl)n1	-2	-1.0	-12	0.0
CC(=O)c1cccc(-c2cnn3c(NCc4cccs4)ccnc23)c1	15	-1.0	-7	0.4
O=C(CSc1ccc([N+](=O)[O-])cn1)Nc1ccc2c(c1)OCCO2	-5	4.2	10	-0.2
COc1ccc(-c2nnc(SCC(=O)Nc3cccc(C)c3)nc2-c2ccc(OC)cc2)cc1	2	0.1	1	0.1
COC(=O)c1ccc(S(=O)(=O)NCc2ccc(S(N)(=O)=O)cc2)o1	9	-0.8	-4	0.1
COc1ccc(NC2=C(Cl)C(=O)N(c3ccc(C)cc3C)C2=O)c(OC)c1	22	-0.1	9	-0.3
CC1CN(C(=O)c2cccc(Cl)c2)CCN1C(=O)c1cccc(Cl)c1 (stereo not drawn)	2	0.1	19	0.4
O=C1N[C@@H](CO)C(=O)N2C[C@@H](NCc3cccc(Cl)c3)C[C@@H]12	-7	-0.4	0	-0.1
Oc1oc(-c2ccccc2Br)nc1C=Nc1cccc(Cl)c1	14	1.6	-19	0.0
Cc1ccc2c(c1)CN(CCC(=O)NCc1cc(C)n(C)n1)CC(C)O2 (stereo not drawn)	0	-0.1	-1	0.0

The results go on.
SMILES	MITF primary	GPR151 ag	TEAD-YAP inh	FBW7 act
CC(=O)C1=NN(c2ccc(Cl)cc2)C(c2cccs2)N1C(C)(C)C (stereo not drawn)	-18	0.1	-6	0.9
CCN(CC)C(=O)c1cccc(C)c1[N+](=O)[O-]	-11	0.5	-6	0.0
Cc1c(OCc2ccc(F)cc2Cl)ccc2c3c(c(=O)oc12)CCC3	7	0.7	-4	0.7
O=C(Nc1ccc(Br)cc1)c1ccc(-c2ccccc2)cc1	24	-1.0	2	0.1
O=S1(=O)c2cccc3cccc(c23)N1Cc1cccc(Br)c1	-6	-0.9	-8	0.1
c1ccc2c(c1)nnn1c3ccccc3nc21	4	-9.2	35*	0.0
CN1C(=O)CC(CC(=O)N2CCC(Cc3ccccc3)CC2)(c2cccc(F)c2)C1=O (stereo not drawn)	1	1.1	-4	-0.4
CCOC(=O)c1csc(NC(=O)c2cccc(F)c2)n1	15	-0.3	-55	0.0
COc1ccc(CCNc2nc(-c3c(C)nn(C)c3C)nc3c2ncn3C2CCCCC2)cc1	-9	-0.7	-14	-0.1
COc1ccccc1NC(=O)c1[nH]c(C)c(C(C)=O)c1C	-4	-0.1	-7	-0.1
Cc1cc(C(=O)COc2cc(F)ccc2[N+](=O)[O-])c(C)n1C1CC1	0	2.7	-1	0.0
CC1(C)CC(n2c(NCCO)nc3c(c2=O)C2(CCCC2)Cc2ccccc2-3)CCO1 (stereo not drawn)	-3	-0.6	-8	0.1
CCOC(=O)C1CCN(C2CC(=O)N(c3ccc(C)cc3)C2=O)CC1 (stereo not drawn)	3	0.0	-1	0.1
CNS(=O)(=O)c1cc(O)c2c(S(=O)(=O)NC)cccc2c1	16	0.8	2	0.0
Cc1ccc(Cn2c(SCC(N)=O)nc3c2c(=O)[nH]c(=O)n3C)cc1	4	0.6	-2	0.0
Cc1cc2nn(CN3CCN(c4ncccn4)CC3)c(=S)n2c2ccccc12	5	-0.4	7	0.1
CCCC(=O)NC(c1ccccc1Cl)c1ccc2cccnc2c1O (stereo not drawn)	53*	0.9	95*	-1.4
COc1cc([N+](=O)[O-])ccc1NC(=O)COC(=O)CSc1nnc(N)s1	5	0.7	3	-0.1
Cc1n[nH]c(C)c1CCCCOc1ccc([N+](=O)[O-])cc1	0	-0.4	13	-0.1
O=C(CSc1ccsc1[N+](=O)[O-])Nc1cc(F)ccc1F	49	1.0	32*	-0.2
CC1=C(C(=O)OC2CCCC2)C(c2coc3ccccc3c2=O)C2=C(CC(C)(C)CC2=O)N1 (stereo not drawn)	-5	-0.8	1	0.1
COc1cc(C(=O)COC(=O)c2ccc(Cl)cc2N)cc(OC)c1OC	1	0.0	53*	0.4
COc1ccc(OC)c(NC(=O)c2c(Cl)nc(Cl)c(Cl)c2Cl)c1	-5	-1.4	64*	0.1
Brc1cccc(/C=N/n2cnnc2)c1	13	0.0	91*	0.0
O=C(Cn1cnc([N+](=O)[O-])n1)N1CCCCCC1	-3	0.8	6	-0.1

(continued)
SMILES	MITF primary	GPR151 ag	TEAD-YAP inh	FBW7 act
COc1ccc(C2C(C#N)C(=O)NC(=O)C2[n+]2ccccc2)cc1 (stereo not drawn)	6	1.2	-7	0.1
O=C(COc1cccc(Br)c1)N/N=C/c1ccc(Cl)cc1	15	1.2	8	-0.1
COc1ccc(-c2ncc(C)c(NC3CCN(Cc4ccccc4)CC3)n2)cc1	10	2.4	1	0.1
COc1ccc(CC(=O)Nc2sc(C(=O)N3CCCCC3)c(C)c2C#N)cc1	-11	0.4	-12	0.0
CC(=O)c1c(C)[nH]c(C(=O)NCc2ccccc2)c1C	0	0.0	2	0.0
Cc1cc(NCCCN2CCCC2=O)nc(-c2ccc(C(=O)NC3CC3)cc2)n1	6	0.4	-6	0.1
CCC(=O)N1CCN(c2ccc(Cl)cc2NC(=O)c2ccc(F)cc2)CC1	-9	-1.2	-6	0.1
COc1ccccc1/C=C/C(=O)NC(=S)NCC1CCCO1 (stereo not drawn)	10	0.8	-15	0.1
O=C(NCCN1CCN(C(=O)c2cccc(F)c2)CC1)C(=O)Nc1ccccc1	-3	0.1	-18	0.0
COc1ccc(C(=O)NNc2ccc([N+](=O)[O-])cc2)cc1OC	-5	4.2	-6	0.1
COCCCNC(=O)c1cnn2c(C)c(Cc3ccc(Cl)cc3)c(C)nc12	3	0.6	5	0.2
Cc1c(NS(=O)(=O)c2ccc(Cl)c([N+](=O)[O-])c2)c(=O)n(-c2ccccc2)n1C	-2	3.3	6	0.0
CC1=NN(c2cccc(Cl)c2)C(=O)/C1=C/Nc1ccc(Oc2ccc(N/C=C3/C(=O)N(c4cccc(Cl)c4)N=C3C)cc2)cc1	-1	2.1	-4	-0.1
Cn1c(/C=N\O)nc2ccccc21	12	-0.2	-7	0.0
CCOC(=O)C1=C(Nc2ccccc2)CC(C)(O)C(C(=O)OCC)C1c1ccc(Br)cc1 (stereo not drawn)	-2	-0.2	0	-0.1
CN1CCN(c2nc3c(c(=O)n(C)c(=O)n3C)n2Cc2ccc(Cl)cc2)CC1	21	-1.0	19	0.3
Cc1ccc(C(=O)OCc2cc3c(cc2[N+](=O)[O-])OCO3)cc1	17	-0.8	-11	0.0
Cn1c(C(=O)N2CCN(c3cccc(Cl)c3)CC2)cc2c(=O)n3ccccc3nc21	-18	-1.1	-1	0.1
CCO[C@H](c1cc(OC)cc([N+](=O)[O-])c1OC)[C@H](C)[C@@H](OC)[C@H](C)/C=C/CC(=O)OC	8	0.8	.	0.2
COC(=O)c1cc(Br)ccc1NC(=O)Nc1ccc(C)cc1	15	1.0	5	-0.2
Cc1ccc(Cn2c(=O)c3cccnc3n(Cc3ccc(C#N)cc3)c2=O)cc1	4	0.8	3	-0.2
CC1(C)CC(=O)C2=C(C1)OC(N)=C(C#N)C2c1ccc2c(c1Br)OCO2 (stereo not drawn)	15	0.3	-24	0.7
CC(C)NS(=O)(=O)c1cccc2nsnc12	-19&-5	-0.5&-1.6	0&-12	0.0&0.1

Compounds as they come; any-hit rate near 3.5%.
